# NTMT1 inhibitor: Primary qHTS for Inhibitors of N-terminal methyltransferase 1 (NTMT1): MTaseGlo Assay. N-terminal Xaa-Pro-Lys N-methyltransferase 1 (Homo sapiens), Q9BV86. NTMT1 MTase-Glo SAH luminescence, purified enzyme. Potency, µM (titrated, usually from 114 µM), without a hit: at the highest dose activity change, negative = inhibition, hits mostly inhibitors. 59,000 compounds, 2.5% hits;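 note: potency is the fitted concentration of half-maximal effect; plate controls were DMSO vehicle for no effect and no enzyme for full effect; nearly all actives have a fitted effect of over 65% in size; many of its hits are not listed in these tables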
# Target sequence (Q9BV86 whole entry, looked up): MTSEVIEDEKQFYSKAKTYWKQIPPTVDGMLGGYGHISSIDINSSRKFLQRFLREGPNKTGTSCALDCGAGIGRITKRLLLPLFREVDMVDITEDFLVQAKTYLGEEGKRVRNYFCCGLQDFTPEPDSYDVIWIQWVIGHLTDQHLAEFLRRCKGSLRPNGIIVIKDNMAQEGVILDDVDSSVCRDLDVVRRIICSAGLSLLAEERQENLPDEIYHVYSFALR
# p53null 32C kill: qHTS Screen for Compounds that Selectively Target Cancer Cells with p53 Mutations: Cytotoxicity of p53 Null Cells at the Permissive Temperature; H1299-neo p53 null cells, ATP luminescence, 24 h, 32C; Potency, µM (top dose mostly 46.1 µM), without a hit: at the top dose activity change, negative = cytotoxicity, usual class: cytotoxic; 55,000 compounds, 0.62% hits;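 note: potency is the fitted concentration of half-maximal effect; 0% = DMSO only and -100% = full killing by 100 µM tamoxifen; nearly all actives have a fitted effect of over 55% in size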
#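 H1299-neo (p53-null) cells, 600/well, were pre-incubated overnight at 37C, then exposed to compounds at up to 46 uM for 24 hr at 32C. Viability was measured as ATP content by luminescence, and AC50 values came from Hill fits.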
# p53null 39C tox: qHTS Screen for Compounds that Selectively Target Cancer Cells with p53 Mutations: Cytotoxicity of p53 Null Cells at the Nonpermissive Temperature. H1299 p53-null (neo) cells, 39C, ATPlite viability, 24 h. 55,000 compounds, 0.97% hits. Potency, µM (titrated, usually from 46.1 µM), for the others: at the top dose activity, negative = cell killing, hits mostly cytotoxic;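 note: potency is the fitted concentration of half-maximal effect; 0% = DMSO only and -100% = full killing by 100 µM tamoxifen; nearly all actives have a fitted effect of over 50% in size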
#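 Concentration-response (up to 46 uM) was run for 24 h at the nonpermissive 39C on H1299-p53A138V or H1299-neo cells. ATP content was measured with ATPlite luminescence. AC50 values were Hill-modeled after normalizing between DMSO and 100 uM tamoxifen killing.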
# FH mod: Identification of activators of human fumarate hydratase by quantitative high-throughput screening | Fumarate hydratase, mitochondrial (Homo sapiens), P07954 | FH coupled MDH/diaphorase resazurin fluorescence, 15 min | Potency, µM (top dose mostly 79.9 µM), without a hit: top-dose activity change, negative = inhibition, usual class: inhibitors | 54,000 compounds, 0.22% hits; note: potency is the fitted concentration of half-maximal effect; % is set by controls: 0 for no effect and ±100 for the full control effect; the screen sought activators but most active calls are inhibition curves; nearly all actives have a fitted effect of over 45% in size
# B2AR arrestin ag: qHTS assay of beta-arrestin-biased ligands of beta2-adrenergic receptor: NCGC Sytravon Library Screen; HTLA Tango cells, beta-arrestin recruitment, luciferase luminescence, 18 h; Beta-2 adrenergic receptor (Homo sapiens), P07550; AID 1347077, 2019; Potency, µM (series often up to 46.1 µM), without a hit: top-dose activation, usual class: activators; 44,000 tested, under 10 active;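 note: potency is the fitted concentration of half-maximal effect; 0% = DMSO and full agonism = EC100 isoproterenol or metaproterenol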
# Target sequence (P07550 whole entry, looked up): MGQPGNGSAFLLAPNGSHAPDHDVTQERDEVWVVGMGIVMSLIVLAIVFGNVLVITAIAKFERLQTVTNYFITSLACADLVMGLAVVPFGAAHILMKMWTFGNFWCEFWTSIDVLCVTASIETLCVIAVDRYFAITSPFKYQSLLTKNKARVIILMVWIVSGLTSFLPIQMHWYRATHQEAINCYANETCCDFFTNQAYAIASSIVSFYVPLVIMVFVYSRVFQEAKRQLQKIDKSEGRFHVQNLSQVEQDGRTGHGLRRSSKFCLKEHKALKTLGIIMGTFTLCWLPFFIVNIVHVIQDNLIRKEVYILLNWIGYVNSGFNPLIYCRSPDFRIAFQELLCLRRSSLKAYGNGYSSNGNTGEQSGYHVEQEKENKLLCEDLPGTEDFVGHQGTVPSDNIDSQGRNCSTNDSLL
#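 First, Tango cells carrying beta2-AR and beta-arrestin fusions received compound up to 46 microM. After 18 hr at 37 degrees C, luciferase substrate was added for 15 minutes, then luminescence gave %Activity for curve fitting.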
# GALK inh: qHTS Assay for Inhibitors of Human Galactokinase (GALK): NCGC Sytravon Library Screen; P51570; AID 1347072, 2019; Potency, µM (doses to about 57.5 µM), without a hit: top-dose activity, negative = inhibition, most hits filed as inhibitors; 44,000 tested, under 10 active; recombinant GALK, Kinase-Glo ATP luminescence, 1 h;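 note: plate controls were full GALK reaction for no effect and reaction lacking GALK for full effect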
# Target sequence (P51570 whole entry, looked up): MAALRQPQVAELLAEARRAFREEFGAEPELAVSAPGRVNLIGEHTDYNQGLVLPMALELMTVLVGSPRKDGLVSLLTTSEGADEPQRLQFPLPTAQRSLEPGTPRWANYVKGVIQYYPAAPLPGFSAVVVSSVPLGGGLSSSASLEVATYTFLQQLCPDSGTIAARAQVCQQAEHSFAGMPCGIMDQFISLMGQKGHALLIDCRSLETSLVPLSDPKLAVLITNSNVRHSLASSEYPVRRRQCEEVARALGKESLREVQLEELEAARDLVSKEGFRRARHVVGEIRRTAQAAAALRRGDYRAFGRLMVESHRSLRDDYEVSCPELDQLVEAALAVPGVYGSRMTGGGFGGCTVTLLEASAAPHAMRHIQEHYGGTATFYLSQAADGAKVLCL
#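 5 nM GALK with 35 µM ATP and 100 µM galactose in HEPES pH 8.0, MgCl2, NaCl, DTT, BSA; 1 h RT reaction, remaining ATP detected by Kinase-Glo Plus luminescence after 10 min; qHTS concentration series.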
# TSG101-PTAP inh: qHTS Validation Assay for Inhibitors of HIV-1 Budding by Blocking the Interaction of PTAP/TSG101: Sytravon Library Screen | Tumor susceptibility gene 101 protein (Homo sapiens), Q99816 | Fluorescence polarization, FITC-PTAP peptide/Tsg101, 20 min | Potency, µM (highest dose often 115 µM), inactives show at the highest dose activity change, negative = inhibition, usual class: inhibitors | 44,000 tested, under 10 active; note: potency is the fitted concentration of half-maximal effect; 0% is about no effect
#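 Compounds pinned into 10 uM Tsg101 binding domain, then 50 nM FITC-PTAP peptide added in pH 7.5 HEPES buffer; FP read after 20 min, room temperature. Total S+P intensity flags fluorescent compounds; active cut-off <25 µM, efficacy <60%.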
# Starred values were filed as active, the others as inactive; ? = inconclusive; nt = not tested or not shown; [ ] = dose if it differs, or a comment. Calls come from the whole dose curve; as a rule, active = well fitted curve in the direction sought with a large enough effect; inconclusive = small, poorly fitted or top-dose-only effect, or another doubt; inactive = no such curve, though single readings can be large; an effect the other way counts as inactive or inconclusive. An excerpt (hit frequency here may not be typical).
# Start of the listing, in advance:
Compound	p53null 32C kill	GALK inh	NTMT1 inhibitor	p53null 39C tox	TSG101-PTAP inh	B2AR arrestin ag	FH mod
Cc1ccc(C(=O)N2c3nc(-c4ccco4)nn3C3(CCCCC3)[C@@H]3CCCC[C@@H]32)cc1	-3.9%	0.6%	-8.4%	-19.9%	8.6%	-3.8%	-15.2%
COc1cc(-c2noc(C3CC(=O)N(c4cc(C)ccc4C)C3)n2)cc(OC)c1OC (configuration not stated)	6.2%	-0.2%	-13.8%	1.7%	-0.7%	1.0%	?
CCN1C(C(=O)c2ccccc2)=C(OC(=O)c2ccc(OC)cc2)c2ccccc2S1(=O)=O	-5.6%	-1.9%	-2.1%	26.7%	-3.4%	1.7%	-17.7%

# Main list, from the start:
Compound	p53null 32C kill	GALK inh	NTMT1 inhibitor	p53null 39C tox	TSG101-PTAP inh	B2AR arrestin ag	FH mod
Cc1ccc(C(=O)N2c3nc(-c4ccco4)nn3C3(CCCCC3)[C@@H]3CCCC[C@@H]32)cc1	-3.9%	0.6%	-8.4%	-19.9%	8.6%	-3.8%	-15.2%
COc1cc(-c2noc(C3CC(=O)N(c4cc(C)ccc4C)C3)n2)cc(OC)c1OC (configuration not stated)	6.2%	-0.2%	-13.8%	1.7%	-0.7%	1.0%	?
CCN1C(C(=O)c2ccccc2)=C(OC(=O)c2ccc(OC)cc2)c2ccccc2S1(=O)=O	-5.6%	-1.9%	-2.1%	26.7%	-3.4%	1.7%	-17.7%
Cc1ccc(-c2cn3nc(N4CCCC(C(=O)NCc5ccccc5F)C4)sc3n2)cc1 (configuration not stated)	-4.2%	2.7%	7.6%	-6.7%	6.2%	0.5%	-14.9%
CCOc1ccc(CNC(=O)Nc2ccc3c(c2)N(C)C(=O)c2ccccc2S3)cc1	-13.3%	-1.9%	16.5%	-14.3%	9.7%	-2.4%	-22.7%
Cc1c(CC(=O)N2CCCCC2)c(=O)oc2c(C)c(O)ccc12	5.1%	-3.4%	nt	-14.1%	-4.7%	0.1%	nt
COCCNC(=O)Cn1c(=O)n(CCCCCC(=O)NCc2ccccc2Cl)c(=O)c2sccc21	1.5%	6.4%	-12.8%	18.6%	-1.7%	-1.1%	-11.2%
COc1ccccc1Cn1c(CNS(=O)(=O)c2ccc(C(C)C)cc2)nc2cccnc21	-2.5%	2.0%	12.3%	9.8%	3.8%	-0.8%	-11.6%
CCOc1ccccc1NC(=O)CSc1ncc2c(n1)-c1ccccc1N(CC)S2(=O)=O	-5.1%	2.3%	15.0%	0.8%	1.8%	1.2%	-19.3%
CCOc1cccc2sc(N3CCN(C(=O)c4ccc5c(c4)CCCC5)CC3)nc12	-26.1%	1.4%	-0.9%	5.1%	-0.6%	-3.0%	-24.2%
COc1cc(-c2nc3ccc(C)cn3c2Nc2ccc(Cl)cc2)ccc1O	9.7%	5.1%	?	20µM*	-7.9%	1.0%	?
Cc1ccc(NC(=O)c2ccc(CN3CC(=O)N4CCCCC4C3=O)cc2)c(C)c1 (configuration not stated)	-7.3%	1.0%	?	1.0%	-0.1%	0.4%	5.7%
COc1ccc(-c2noc(CNC(=O)c3ccc(OC)cc3OC)n2)cc1	-0.6%	1.8%	-3.3%	?	-1.3%	-0.6%	-19.1%
O=C(NCC(c1cccnc1)N1CCN(Cc2ccccc2)CC1)C(=O)Nc1ccc(Cl)cc1 (configuration not stated)	3.3%	0.3%	-5.8%	-19.6%	-2.5%	0.6%	-19.3%
CCCN(CCC)CCNC(=O)CN1C(=O)COc2ccc(S(=O)(=O)N3CCOCC3)cc21	-1.4%	-14.9%	-1.4%	-20.3%	-0.3%	1.1%	5.8%
COc1ccc(N2CCN(C(=O)c3ccc4c(c3)N(Cc3cc(C)ccc3C)C(=O)c3ccccc3S4=O)CC2)cc1 (configuration not stated)	-6.3%	6.8%	-0.7%	11.5%	-10.7%	0.9%	-10.1%
COc1ccc(CN(C)c2ccc(-c3nc(-c4ccc(OC)c(OC)c4)no3)cc2[N+](=O)[O-])cc1	-17.1%	-0.3%	1.4%	-4.0%	12.2%	-1.1%	-0.8%
COc1ccccc1-n1c(=O)n(C)c2c(C(N)=O)nc(-c3cc(OC)c(OC)c(OC)c3)nc21	-1.2%	0.0%	?	-4.8%	-2.3%	-0.9%	2.3%
CCOc1ccc(Nc2sc(C(=O)c3cccc(OC)c3)c(N)c2S(=O)(=O)c2ccccc2)cc1	-1.4%	2.9%	10.1%	6.4%	-1.8%	0.4%	-10.3%
COc1cccc(NC(=O)CCc2c(C)nc3ncnn3c2C)c1	-2.0%	10.6%	-9.9%	4.1%	-8.8%	0.4%	-3.2%
COc1ccc(Nc2nn3c(=O)c4cc5c(cc4nc3s2)OCO5)c(OC)c1	5.7%	6.2%	-2.6%	-22.0%	1.2%	-1.3%	-20.8%
O=C(COc1ccc(Cl)cc1)Nc1ccc2nc(SCC(=O)N3CCOCC3)sc2c1	1.5%	0.0%	-0.7%	-11.2%	-2.2%	-2.9%	-21.3%
CC(C)CCn1c(=O)c2sccc2n2c(CCCC(=O)Nc3ccc(F)c(Cl)c3)nnc12	-0.3%	-5.3%	11.3%	-11.8%	2.7%	-0.2%	-17.7%
CCOc1ccc(N(C)S(=O)(=O)c2ccc3c(c2)CCCN3C(C)=O)cc1	-3.8%	-5.6%	-0.9%	17.9%	0.3%	-0.8%	-4.2%
Cc1c(C(=O)Nc2cccc(F)c2)sc2nc(-c3cc4ccccc4oc3=O)[nH]c(=O)c12	6.6%	3.7%	?	-16.3%	1.5%	-0.2%	10.2%
Cc1cn2c(=O)cc(COC(=O)c3ccc(NC(=O)COc4ccc(C)c(C)c4)cc3)nc2s1	1.3%	-4.5%	-0.4%	2.5%	-3.0%	0.9%	14.3%
O=C(Cn1c(=O)oc2ccccc21)NCc1ccc(Cl)cc1	6.3%	0.4%	-8.7%	2.2%	-6.1%	-1.8%	-1.2%
Cc1cc2c(n1-c1ccc(C(=O)NCc3ccc(OC(C)C)cc3)cc1)CCCC2	-1.2%	-0.5%	6.8%	-21.6%	-3.1%	6.6%	-22.0%
O=C(CSc1nc(Nc2ccc(F)cc2)c2ccccc2n1)c1ccc(F)cc1	?	-2.0%	9.6%	-29.2%	6.7%	0.4%	-30.1%
O=C(NCCCN1CCN(c2ccc(F)cc2)CC1)c1ccc2nc(Cc3ccccc3)oc2c1	2.7%	-0.9%	7.9%	-6.9%	-4.2%	0.1%	-27.3%
COc1cc(-n2c(=O)c3ccccc3n(Cc3cccc(Cl)c3)c2=O)cc(OC)c1OC	-11.1%	-0.3%	89.1µM*	-27.5%	-2.0%	-2.4%	1.5%
COc1cccc(CNC(=O)c2[nH]c3cc(C)ccc3c2Sc2ccccc2)c1	0.5%	2.6%	6.5%	-9.8%	-1.5%	-0.8%	-2.4%
COc1ccccc1N1CCN(C(=O)CN2C(=O)COc3ccc(S(=O)(=O)N4CCOCC4)cc32)CC1	1.9%	-2.1%	3.6%	-5.7%	-7.3%	-0.2%	3.8%
Cc1cc(C)cc(S(=O)(=O)Nc2cccc(-c3ccc(N4CCOCC4)nn3)c2)c1	-9.1%	0.8%	nt	-11.7%	-1.2%	3.0%	nt
COc1ccc(NC(=O)Cn2cc(C(=O)c3ccc(C)c(C)c3)c(=O)c3cc(OC)ccc32)cc1	7.3%	-2.0%	6.0%	-4.2%	-5.6%	0.3%	0.0%
COC(=O)c1sc2cccc(F)c2c1S(=O)(=O)NCc1ccc(F)cc1	0.4%	-0.2%	-6.5%	5.5%	0.3%	0.7%	-3.8%
CN(C)c1ccc(Nc2ncnc3sc4c(c23)CCCC4)cc1	14.1%	4.0%	?	37.8%[activator]	-3.3%	1.2%	?
COc1ccc(OCCCn2c(C3CC(=O)N(c4ccc(F)cc4)C3)nc3ccccc32)cc1 (configuration not stated)	5.7%	1.9%	2.7%	-24.9%	0.0%	-2.6%	-23.4%
Cc1ccc(-c2csc(=Nc3ccc(F)cc3)n2Cc2ccc3c(c2)OCO3)cc1C	-8.9%[9.22 µM]	1.9%	0.5%	-10.3%	0.3%	-0.3%	-11.3%
Cc1cccn2c(=O)cc(COc3cccc(NC(=O)Nc4cccc(Cl)c4)c3)nc12	-1.6%	-2.5%	4.2%	4.2%	-0.9%	0.1%	-0.1%
COc1ccc(CN2CCc3nc(Nc4ccccc4)ncc3C2)c(OC)c1OC	-5.3%	-2.1%	2.0%	4.1%	1.1%	-0.1%	-5.5%
CCOCCCNC(=O)c1cnc2sc(N3CCCCC3)nn2c1=O	-9.2%	1.0%	nt	-3.6%	-4.0%	0.1%	nt
COc1ccc(S(=O)(=O)N(CCc2ccccc2)CC(=O)Nc2cc(Cl)ccc2C)cc1	1.1%	-16.9%	3.98µM*	10.1%	10.2%	0.6%	-16.4%
Cc1ccc(NC(=O)Cn2ccn(Cc3ccc(Cl)cc3)c(=O)c2=O)cc1C	0.3%	-11.2%	0.4%	3.2%	-2.9%	3.5%	3.5%
Cc1nc2ccn(Cc3ccco3)c(=O)c2cc1C(=O)NCc1ccccc1	7.8%	-2.6%	nt	?	0.3%	-1.3%	nt
COc1cc2c(C(=O)N3CCN(c4ccc(F)cc4)CC3)cn(CC(C)C)c(=O)c2cc1OC	6.3%	0.4%	?	12.4%	-3.3%	-2.0%	-3.8%
Cc1oc(-c2ccc(C(=O)Nc3cccc(C(F)(F)F)c3)cc2)nc1CSc1ccccc1	22.9%	0.9%	12.7%	?	-3.2%	1.1%	?
O=C(C1CCN(S(=O)(=O)c2ccc(Br)s2)CC1)N1CCN(c2ccc(F)cc2)CC1	15.8%	2.3%	-8.8%	-9.7%	0.4%	0.6%	-13.5%
COc1cc(NC(=O)Cn2c(=O)n(CC3CCCO3)c(=O)c3cc(OC)c(OC)cc32)cc(OC)c1 (configuration not stated)	1.7%	2.2%	5.8%	-4.6%	-7.2%	-0.7%	-14.1%

# Assay outcomes: PubChem, National Center for Advancing Translational Sciences (NCATS)
